TDP43 rescue = qHTS of TDP-43 Inhibitors; TDP-43 expressing yeast growth rescue, BacTiter-Glo, 24 h; 410,000 tested, 1.8% active; AID 652104, 2013; Potency, µM (doses to about 46.1 µM), for the others: at the highest dose growth rescue (activation), usual class: activators; note: potency is the fitted concentration of half-maximal effect; % of control where 0% means no effect; nearly all actives have a fitted effect of over 50% in size
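Yeast cells expressing TDP-43 under galactose induction are exposed to compounds for 24 hr at 30 deg C. BacTiter-Glo luminescence measures growth, so protective compounds score as activators.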
aSyn yeast inh = qHTS of alpha-syn Inhibitors; Yeast expressing alpha-synuclein, growth rescue, BacTiter-Glo, 24 h; Potency, µM (series often up to 46.1 µM), for inactives: top-dose growth rescue (activation), usual class: activators; 370,000 tested, 0.14% active; note: potency is the fitted concentration of half-maximal effect; % of control where 0% means no effect; nearly all actives have a fitted effect of over 65% in size
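Galactose-induced alpha-syn yeast (OD600=0.02, raffinose-pregrown) + pinned cpd, 24 hr, 30 deg C; growth by BacTiter-Glo luminescence. Growth restoration scores as activation.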
PTHR1 agonist = qHTS for PTHR1 Agonists: Primary Screen; Parathyroid hormone/parathyroid hormone-related peptide receptor (Homo sapiens), Q03431; HEK293 GP2 PTHR1 cells, GloSensor cAMP luminescence, 1 h; Potency, µM (titrated, usually from 115 µM), for inactives: top-dose activation, most hits filed as activators; 410,000 tested, 0.075% active; note: potency is the fitted concentration of half-maximal effect; nearly all actives have a fitted effect of over 55% in size; some results filed as inactive show a strong effect at the top dose; inactives centre near -15; many of its hits are not listed in these tables
Target sequence (Q03431 whole entry, looked up): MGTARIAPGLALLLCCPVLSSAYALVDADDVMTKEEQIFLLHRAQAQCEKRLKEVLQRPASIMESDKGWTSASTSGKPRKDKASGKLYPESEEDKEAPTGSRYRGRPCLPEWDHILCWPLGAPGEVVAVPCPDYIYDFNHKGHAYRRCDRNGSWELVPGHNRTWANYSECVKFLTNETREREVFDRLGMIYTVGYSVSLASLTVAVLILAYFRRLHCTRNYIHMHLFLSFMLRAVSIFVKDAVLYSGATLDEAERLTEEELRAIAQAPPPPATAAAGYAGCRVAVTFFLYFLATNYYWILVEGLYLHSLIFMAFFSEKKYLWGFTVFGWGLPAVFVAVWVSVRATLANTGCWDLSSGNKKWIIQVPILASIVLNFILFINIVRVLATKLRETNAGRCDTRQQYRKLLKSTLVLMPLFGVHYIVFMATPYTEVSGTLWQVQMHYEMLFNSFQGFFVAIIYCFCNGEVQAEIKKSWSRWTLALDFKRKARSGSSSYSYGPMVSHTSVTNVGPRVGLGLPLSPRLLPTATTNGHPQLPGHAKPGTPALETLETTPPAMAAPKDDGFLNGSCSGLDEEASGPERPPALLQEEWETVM
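HEK-293-derived GP2 cells expressing PTHR1 and a GloSensor cAMP reporter, 3,000/well, plated overnight, given luciferin plus IBMX (each 0.5 mM as added) for 1 h at 37 °C, then compound for 1 h at 37 °C. Luminescence was read after 15 min at room temperature.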
Akt phos inh = HTS Assay for Inhibitors of Akt Phophorylation: Primary Screen; Neuro2A IGF-stimulated pAkt S473 HTRF, 20 min; active compounds read low; activity change, % for hits at 50 µM; 360,000 tested, 0.32% active; in the data active = activity change below about -80%; inconclusive = mostly about -51% to -80%; note: % is set by controls: 0 for no effect and ±100 for the full control effect
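Single-point screen (50 µM final compound) in Neuro2A cells stimulated 20 min with 6 nM IGF at 37 deg C. After lysis, Ser473-phosphorylated Akt read by HTRF (ex 330 nm, em 615/665 nm) as the 665/615 ratio.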
FUS suppressor = qHTS for Suppressors of FUS Proteinopathy: Primary screen using FUS-linked yeast assay; S. cerevisiae FUS-expressing, growth rescue, OD600, 24 h; Potency, µM (series often up to 76.6 µM), for inactives: at the top dose growth rescue (activation), hits mostly activators; 390,000 tested, 0.24% active;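 note: potency is the fitted concentration of half-maximal effect; plate controls were DMSO vehicle for no effect and reference control for full effect; nearly all actives have a fitted effect of over 55% in size; some results filed as inactive show a strong effect at the top dose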
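Cultures pregrown in 2.5% raffinose medium are shifted to minimal medium containing 2% galactose to express toxic FUS. Compounds are tested at several concentrations. After 24hr at 30C, growth is quantified at 600 nm absorbance.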
GLP1R inv ag = qHTS of GLP-1 Receptor Inverse Agonists (Inhibition Mode). Glucagon-like peptide 1 receptor (Homo sapiens), P43220. HEK293 GLP-1R CRE-luciferase, luminescence, 24 h; GLP-1R form is constitutively active. Potency, µM (highest dose often 38.3 µM), inactives show at the highest dose activity change, negative = inhibition, usual class: inhibitors. 410,000 tested, 1.6% active. AID 624417, 2012; note: potency is the fitted concentration of half-maximal effect; % is set by controls: 0 for no effect and ±100 for the full control effect; nearly all actives have a fitted effect of over 55% in size
Target sequence (P43220 whole entry, looked up): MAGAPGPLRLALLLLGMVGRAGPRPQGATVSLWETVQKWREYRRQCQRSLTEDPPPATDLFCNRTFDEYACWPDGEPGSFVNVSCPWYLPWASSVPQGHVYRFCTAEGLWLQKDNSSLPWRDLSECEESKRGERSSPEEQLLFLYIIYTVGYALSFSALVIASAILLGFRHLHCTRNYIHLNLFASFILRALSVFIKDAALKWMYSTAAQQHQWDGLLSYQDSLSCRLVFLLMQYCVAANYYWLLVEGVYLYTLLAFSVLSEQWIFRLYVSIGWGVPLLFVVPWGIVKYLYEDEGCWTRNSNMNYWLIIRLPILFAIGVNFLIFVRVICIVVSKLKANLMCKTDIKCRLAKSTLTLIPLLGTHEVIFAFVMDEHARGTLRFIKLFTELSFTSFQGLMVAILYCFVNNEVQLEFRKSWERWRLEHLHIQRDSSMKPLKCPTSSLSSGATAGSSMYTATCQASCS
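Cells are plated, allowed 12 hours at 37 deg C, then treated with compounds for 24 hr before luciferase detection reagent is added and luminescence is read after 12 min at room temperature. The HEK293 line carries constitutively active GLP-1R with a cAMP-responsive reporter.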
Mm-Cpn inhibitor = Inhibitors of TCP-1 ring complex (TRiC) of Methanococcus maripaludis (MmCpn): qHTS; Chaperonin Mm-Cpn (Methanococcus maripaludis); purified Mm-Cpn ATPase, ADP Transcreener TR-FRET; Potency, µM (doses to about 76.9 µM), inactives show at the top dose activity, negative = inhibition, hits mostly inhibitors; 330,000 tested, 0.031% active; note: potency is the fitted concentration of half-maximal effect; % is set by controls: 0 for no effect and ±100 for the full control effect; nearly all actives have a fitted effect of over 80% in size
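ATPase read-out: TR-FRET ADP immunoassay (anti-ADP Eu cryptate vs ADP-d2), ex 320 nm, em 590/665 nm; signal drops as ADP forms. Enzyme 25 nM, ATP 10 uM, 30 min at 37°C after 10 min compound preincubation.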
GLP1R cytotox = qHTS of GLP-1 Receptor Inverse Agonists: Cytotox Screen | Potency, µM (series often up to 38.3 µM), for the others: at the top dose activity change, negative = inhibition, usual class: inhibitors | 410,000 tested, 0.13% active | AID 624418, 2012 | HEK293 cAMP-luciferase reporter cells, luminescence, 24 h;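 note: loss of luciferase light is scored as toxicity; potency is the fitted concentration of half-maximal effect; % is set by controls: 0 for no effect and ±100 for the full control effect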
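1536-well qHTS counterscreen of the MLSMR; 200 cells/uL, 12 h pre-incubation, 23 nL cpd, 24 h at 37 deg C 5% CO2, luciferase detection reagent, 12 min RT, luminescence. Inhibition = undesired.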
Abeta rescue = qHTS for compounds that reverse cellular toxicity of Amyloid beta (A-beta) peptide in yeast: Primary Screen. Potency, µM (titrated, usually from 46.1 µM), without a hit: top-dose growth rescue, usual class: activators. AID 1347071, 2019. yeast expressing A-beta42, growth rescue, OD600, 48 h; response scale: 0% DMSO, 100% iron-clioquinol control. 410,000 tested, 0.063% active; note: potency is the fitted concentration of half-maximal effect; nearly all actives have a fitted effect of over 55% in size
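Growth rescue measured by 600 nm absorbance after 48 h yeast culture at 30 C with compound. Values normalized between DMSO and an equimolar ferric chloride plus clioquinol control.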
* marks the source's active call; other numbers are inactive results; i = inactive; ? = inconclusive; nt = no result given; [ ] = another dose, or the depositor's remark. Unless noted, calls come from the whole dose curve; as a rule, active = well fitted curve in the direction sought with a large enough effect; inconclusive = small, poorly fitted or top-dose-only effect, or another doubt; inactive = no such curve, though single readings can be large; an effect the other way counts as inactive or inconclusive. This is a subset, so the mix of outcomes need not match the whole.

SMILES	TDP43 rescue	aSyn yeast inh	PTHR1 agonist	Akt phos inh	FUS suppressor	GLP1R inv ag	Mm-Cpn inhibitor	GLP1R cytotox	Abeta rescue
Cc1c(C(=O)Nc2ccc(F)cc2F)sc2nc3n(c(=O)c12)N=C(c1ccccc1)CS3	26%	nt	i	nt	-25%	6%	nt	-3%	-6%
O=C(C1=C[C@H](C2CCCCC2)C[C@H](OCc2ccc(CO)cc2)O1)N1CCN(Cc2ccc3c(c2)OCO3)CC1	18%	4%	i	i	10%	?	nt	-4%	?
O=C(NCCN1CCN(C(=O)c2cccc([N+](=O)[O-])c2)CC1)C(=O)NCc1ccc(Cl)cc1	6%	2%	-66%[inhibitor]	i	nt	-11%	-2%	-18%	4%
Cc1ccc(NC(=S)N2CCC(NC(=O)c3ccc(F)cc3)CC2)cc1C	-18%	3%	-25%	i	19%	4%	2%	7%	-12%
CCc1nc2ccccc2c(NC(=O)CN2CC(C)CC(C)C2)c1C (stereo not drawn)	2%	-3%	i	i	-13%	?	0%[15.4 µM]	-3%	-8%
CC1CC(C)CN(CCCNC(=O)c2csc3c2CCCCC3)C1 (stereo not drawn)	0%	13%	i	i	11%	?	4%	-13%	18%
COC(=O)CCC(NS(=O)(=O)OCC(Cl)(Cl)Cl)c1ccccc1 (stereo not drawn)	28%	2%	i	i	-10%	8%	-5%	8%	3%
Cn1nnnc1SCc1ccc(F)cc1	20%	0%	i	i	-8%	3%	-1%	26%	13%
COc1ccc(C(=O)CN(C(=O)c2ccc(Cl)cc2)N2C(=O)C3CCCCC3C2=O)cc1 (stereo not drawn)	9%	15%	-10%[57.5 µM]	i	42%	0%	0%	-4%	5%
COCCNC(=O)c1ccc(-c2nc(CN3CCc4ccccc43)c(C)o2)cc1	?	5%	-21%	nt	20%	-29%	nt	3%	-13%
C/C(=N\OCC(=O)Nn1c(=O)[nH]c2ccccc2c1=O)c1cccs1	13%	-1%	-35%	i	-34%	7%	2%	6%	1%
CC12CCC(C(=O)Nc3nc4ccc(Br)cc4s3)(OC1=O)C2(C)C (stereo not drawn)	?	8%	-33%[inhibitor]	i	29%	?	-1%	6%	13%
Cc1c(C(=O)c2ccccc2)oc2ccc3ccccc3c12	14%	-8%	-11%	i	1%	4%	-1%	3%	-9%
C[C@H]1CN([C@@H](C)CO)C(=O)CCCn2nncc2CO[C@H]1CN(C)S(=O)(=O)c1ccc(-n2cccn2)cc1	0%	-1%	-29%	i	4%	9%	nt	0%	-6%
COc1cccc(Cn2nnc(C(=O)Nc3cc(C)ccc3C)c2N)c1	?	nt	-6%	nt	-28%	?	nt	4%	-13%
Cc1csc(SCC(=O)Nc2nc(-c3ccccc3)cs2)n1	14µM*	-2%	i	i	-23%	39%[activator]	-3%	22%	1%
CCC1(C(=O)c2ccccc2)C(c2cccc([N+](=O)[O-])c2)C1(C(=O)OC)C(=O)OC (stereo not drawn)	6%	-6%	-3%	i	6%	?	1%	-14%	-6%
C=CCOCC(O)Cn1c(N2CCCC2)nc2c1c(=O)[nH]c(=O)n2C (stereo not drawn)	9%	1%	-95%[inhibitor]	i	0%	14%	0%	4%	-5%
COc1ccc2nc(SC(C)C(=O)NC3CCCCC3)[nH]c2c1 (stereo not drawn)	-16%	0%	-4%	i	-4%	?	-2%	-4%	2%
O=C(COC(=O)c1ccc(O)cc1O)Nc1cc(-c2ccccc2)nn1-c1ccccc1	-5%	-3%	-33%[inhibitor]	i	22%	?	1%	-21%	11%
O=c1nc(-c2ccccc2)c(-c2ccccc2)n[nH]1	-5%	-1%	i	i	4%	-8%	1%	-9%	12%
Cc1ccc(C#N)c(SCCN2CCCCC2)n1	-8%	-2%	i	i	15%	4%	-2%	-6%	10%
COc1ccccc1NC(=O)c1cc(C)oc1C	?	3%	i	i	-18%	1%	0%	0%	10%
CC1(Cc2ccc(Cl)s2)C(=O)Nc2c(Cl)ccc(Cl)c21 (stereo not drawn)	-49%[inhibitor]	?	-33%[inhibitor]	i	21%	?	nt	?	-90%[inhibitor]
CC1CCN(C(=O)C2c3ccccc3C(=O)N3CCc4ccccc4C23)CC1 (stereo not drawn)	-17%	0%	-18%	i	-1%	0%	1%	-9%	-14%

Random excerpt: 3 entries already listed.
SMILES	TDP43 rescue	aSyn yeast inh	PTHR1 agonist	Akt phos inh	FUS suppressor	GLP1R inv ag	Mm-Cpn inhibitor	GLP1R cytotox	Abeta rescue
CC12CCC(C(=O)Nc3nc4ccc(Br)cc4s3)(OC1=O)C2(C)C (stereo not drawn)	?	8%	-33%[inhibitor]	i	29%	?	-1%	6%	13%
CC1(Cc2ccc(Cl)s2)C(=O)Nc2c(Cl)ccc(Cl)c21 (stereo not drawn)	-49%[inhibitor]	?	-33%[inhibitor]	i	21%	?	nt	?	-90%[inhibitor]
COc1cccc(Cn2nnc(C(=O)Nc3cc(C)ccc3C)c2N)c1	?	nt	-6%	nt	-28%	?	nt	4%	-13%

(next part)
SMILES	TDP43 rescue	aSyn yeast inh	PTHR1 agonist	Akt phos inh	FUS suppressor	GLP1R inv ag	Mm-Cpn inhibitor	GLP1R cytotox	Abeta rescue
Cc1ccc(OCCN2C(=O)c3ccccc3C2=O)c(C)c1	20%	14%	i	i	15%	-4%	0%	2%	-13%
COc1ccc(CNC(=O)C[C@H]2C[C@H](C(=O)N(C(C)C)C(C)C)[C@@]3(C)c4[nH]c5cc(CCC(=O)N(C)C)ccc5c4CCN3C2=O)cc1OC	15%	-1%	i	i	29%	17%	-1%	3%	-6%
Cc1ccc(SCCC(=O)OCC(=O)NCC2CCCCC2)cc1	-13%[9.22 µM]	16%	37%	i	9%	28%[7.66 µM]	-8%	0%[7.66 µM]	1%
CCN1CCN(c2ccc(N3CCN(C(=O)c4ccc(Br)o4)CC3)nn2)CC1	2%	1%	-25%	i	0%	?	-1%	-4%	7%
CC(=O)N1c2ccc(S(=O)(=O)N3CCCC3C(=O)NCc3ccccc3Cl)cc2CC1C (stereo not drawn)	-9%	-3%	-17%	i	36%	12%	-1%	-10%	-15%
C=CCNC(=O)c1onc(CS(=O)(=O)c2cc(C)cc(C)c2)c1C(=O)NCC=C	-7%	-5%	i	i	-18%	-3%	0%	-3%	0%
O=C(O)c1nn(-c2ccccc2)ccc1=O	-6%	-13%	i	i	-21%	7%	1%	-1%	-10%
Cc1ccc2c(c1)N(C(=O)Nc1cccc3c1CCCC3)CCO2	?	nt	-20%	nt	-16%	-13%	nt	19%	-7%
COCCNC(=O)c1cc2c(Cl)nc3ccc(C)cc3c2s1	18%	nt	-23%	nt	-11%	18%	nt	0%	-8%
Cc1cccc(-c2noc(CN(C)C(=O)COc3ccccc3)n2)c1	?	3%	-45%	i	28%	?	-10%	-10%	-2%
COc1ccc(-c2nc(C)c(CCNC(=O)c3cc(OC)c(OC)c(OC)c3)s2)cc1OC	5%	3%	i	nt	28%	19%	nt	0%	12%
CC(=O)c1ccc(S(=O)(=O)Oc2ccc(-c3ccc(C(=O)O)cc3)cc2)cc1	-6%	-5%	-20%	i	6%	8%	-3%	6%	7%
CCCCCCNc1ccc(C(=O)OCC)cc1	10%	-8%	0%	i	?	7%	nt	5%	-5%
COC(=O)Cc1c(C)c2ccc(OCC(=O)N(C)C3CCS(=O)(=O)C3)cc2oc1=O (stereo not drawn)	-5%	-2%	20%	i	3%	16%	-7%	2%	10%
CC(NO)C(C)(C)NO (stereo not drawn)	6%	2%	i	i	-17%	9%	0%	-2%	4%
O=C(NC(=S)NCc1cccnc1)c1ccccc1[N+](=O)[O-]	13%	-2%	-6%	i	nt	-23%	-1%	-17%	-4%
N#Cc1c(N)nc2c(c1-c1ccccc1)CCCC2	0%	-4%	i	i	15%	2%	1%	0%	-2%
CC(=O)c1cccc(NC(=O)c2ccc(S(=O)(=O)N3CC(C)OC(C)C3)cc2)c1 (stereo not drawn)	-4%	-4%	-1%	i	-16%	-2%	-1%	9%	-17%
C/C(=N\NC(=O)c1cc2ccccc2cc1O)c1ccc(C)o1	-10%	-12%	-29%	i	?	?	0%	-16%	-10%
Cc1nnc(C)n1N	nt	-3%	i	i	-5%	36%[activator]	-2%	2%	-13%
CCOC(=O)c1c(C)[nH]c(C)c1S(=O)(=O)N(C)CC(=O)N1CCN(c2ccccc2)CC1	39%	nt	i	nt	18%	-5%	nt	-9%	2%
O=C(c1ccc([N+](=O)[O-])cc1)N1CCOCC1	-13%	0%	i	i	-10%	-6%	nt	5%	13%
COc1ccc(C(=O)ON=C2CCN(c3ccc([N+](=O)[O-])cc3)CC2)cc1	-58%[inhibitor]	-24%	i	i	30%	-7%	0%	2%	-1%
Cn1nccc1NC(=O)Nc1cccc(Br)c1	7%	-2%	i	i	-29%	2%	-4%	1%	-1%
COc1ccc(C(c2nnnn2CC2CCCO2)N2CCC(C(N)=O)CC2)cc1 (stereo not drawn)	5%	-17%	i	i	-38%	1%	-1%	-12%	-2%
Cc1cccc(C)c1OCCn1c(C2CC(=O)N(Cc3ccc(F)cc3)C2)nc2ccccc21 (stereo not drawn)	0%	nt	i	nt	?	?	nt	-5%	1%

Assay outcomes deposited in PubChem by National Center for Advancing Translational Sciences (NCATS).
